S aureus QS inh: blocks AIP-induced quorum sensing reporter in S. aureus | S. aureus RN6390 RNAIII-GFP reporter, flow cytometry 3 h | inhibition, % at 2 µM | 0.3% of 24,000 active;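 active means share of bacteria positive for the green fluorescent reporter and its mean brightness both inhibited by 50% or more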;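 further: 0% = AIP-stimulated control and 100% = unstimulated bacteria without AIP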
S aureus QS inh GFP MFI %: further read-out of S aureus QS inh, marked with its call; inhibition, %; measured here: inhibition of GFP MFI
Active calls of the source: *. This is a subset, so the mix of outcomes need not match the whole.

1. O=C(c1cc(-c2ccc(Cl)c(Cl)c2)on1)N1CCCC1
2. CCOc1ccc(C(=O)Nc2cc(C)c3c(=O)oc4ccccc4c3n2)cc1
3. CCOC(=O)N1CCC(NC(=O)C(CC(C)C)NC(=O)C2CCCCC2)CC1 (stereo unspecified)
4. COCCn1c(SCC(=O)Nc2sc(C)c(C)c2C#N)nnc1C(C)C
5. O=C(OCc1nnc(-c2ccccc2)o1)c1ccc(S(=O)(=O)NCc2ccco2)cc1
6. CN1C(=O)C(CC(=O)N2CCN(C(c3ccccc3)c3ccccc3)CC2)N(C)C1=O (stereo unspecified)
screen / no.	1	2	3	4	5	6
S aureus QS inh GFP MFI %	-12.1	-14.0	-7.2	-9.1	1.9	2.1
S aureus QS inh	-4.9	-3.3	-1.9	-1.0	-0.8	-0.3

7. CCOC(=O)N1CCC(NC(=O)CCc2c(C)nc3c(c(C)nn3C(C)(C)C)c2C)CC1
8. COCCN(Cc1cc2cc3c(cc2n2nnnc12)OCO3)C(=O)c1ccccc1F
9. Cn1c(=O)c2c(nc(N3CCCCCC3)n2CC(=O)c2ccc(Br)cc2)n(C)c1=O
10. O=C(O)c1ccc(CS(=O)c2cccc(C(F)(F)F)c2)o1 (stereo unspecified)
11. c1ccc(N=P(c2nc3ccccc3o2)(N2CCOCC2)N2CCOCC2)cc1
12. COc1ccc(N2C(=O)C3CCCN3C2c2cc(OC)c(OC)c(OC)c2)cc1 (stereo unspecified)
screen / no.	7	8	9	10	11	12
S aureus QS inh GFP MFI %	22.2	24.0	42.3	16.2	13.8	8.0
S aureus QS inh	12.9	0.6	10.8	-1.3	-0.2	5.4

Next section (3 carried over from the part before).
10. O=C(O)c1ccc(CS(=O)c2cccc(C(F)(F)F)c2)o1 (stereo unspecified)
11. c1ccc(N=P(c2nc3ccccc3o2)(N2CCOCC2)N2CCOCC2)cc1
12. COc1ccc(N2C(=O)C3CCCN3C2c2cc(OC)c(OC)c(OC)c2)cc1 (stereo unspecified)
13. O=C(O)c1ccccc1Nc1ccccc1C(=O)O
14. CCOC(=O)Nc1ccc(C(N)=O)cc1
15. CCN(CC)CCNC(=O)c1cn(C)c2ccc(S(=O)(=O)N(C)C3CCCCC3)cc2c1=O
16. CC(C)(C)c1ccc(-c2nnc(SCCC#N)n2C2CCCC2)cc1
17. CCC(c1nnnn1CCOC)N(Cc1ccc(C)cc1)Cc1cc2cc(OC)ccc2[nH]c1=O (stereo unspecified)
18. CCOC(=O)C1CCN(Cc2c(O)ccc3ccccc23)CC1
screen / no.	10	11	12	13	14	15	16	17	18
S aureus QS inh GFP MFI %	16.2	13.8	8.0	-53.8	-3.8	3.1	30.4	-27.9	-5.2
S aureus QS inh	-1.3	-0.2	5.4	-5.7	-2.7	-0.2	10.0	-0.1	-0.5

19. CC(NC(=O)NCCCC(=O)O)(C(F)(F)F)C(F)(F)F
20. Cc1c(NC(=O)c2ccc(CN3CCc4ccccc4C3)cc2)c(=O)n(-c2ccccc2)n1C
21. CCCn1c(CNc2ccc(Br)cc2)nc2ccccc21
22. Cc1ccc2[nH]c(=S)cc(C)c2c1
23. Cc1oc2cc(O)ccc2c(=O)c1Oc1ccccc1Br
24. O=C(c1ccc(CS(=O)(=O)Cc2ccc(Cl)cc2)o1)N1CCCC1
screen / no.	19	20	21	22	23	24
S aureus QS inh GFP MFI %	9.2	-2.8	2.3	6.5	17.9	2.8
S aureus QS inh	-0.9	0.0	-0.1	1.5	11.6	-0.2

25. CCCSc1nnc2nc3c(nn12)c1ccccc1n3C
26. CSC1=NCCN1C(=O)c1ccco1
27. CCN1CCN(C(=O)c2ccc3c(c2)N(Cc2ccc(F)cc2)C(=O)c2ccccc2S3=O)CC1 (stereo unspecified)
28. Cc1ccc(CN2C(=O)CCC2C(=O)NCCN2CCN(c3cccc(Cl)c3)CC2)cc1 (stereo unspecified)
29. O=C(CN1CCN(c2ccc(F)cc2)CC1)Nc1cc(C(F)(F)F)ccc1Cl
30. CCCCCCn1c(SCC(=O)OC)nc2c1c(=O)[nH]c(=O)n2C
screen / no.	25	26	27	28	29	30
S aureus QS inh GFP MFI %	-2.5	-7.2	-17.5	-19.3	15.5	-3.1
S aureus QS inh	-2.7	-4.6	-8.0	3.0	-1.0	-2.2

Reformatted: results already given
26: CSC1=NCCN1C(=O)c1ccco1
- S aureus QS inh GFP MFI % = -7.2
- S aureus QS inh = -4.6

25: CCCSc1nnc2nc3c(nn12)c1ccccc1n3C
- S aureus QS inh GFP MFI % = -2.5
- S aureus QS inh = -2.7

30: CCCCCCn1c(SCC(=O)OC)nc2c1c(=O)[nH]c(=O)n2C
- S aureus QS inh GFP MFI % = -3.1
- S aureus QS inh = -2.2

Next section.
31. C=CCOC(=O)CCC(=O)Nc1cc(OC)nc(OC)n1
32. COc1ccc(-c2[nH]nc3c2C(c2ccc(OC(=O)N4CCOCC4)cc2)C(C#N)=C(N)O3)cc1 (stereo unspecified)
33. CCOC(=O)CNC(=O)C(Cc1ccccc1)NS(=O)(=O)c1cccs1 (stereo unspecified)
34. CC(C)c1ccc(S(=O)(=O)N2CCN(CC(=O)Nc3ccc4c(c3)OCO4)CC2)cc1
35. COCc1cc(C)nc(SCC(=O)Nc2cccc(C)c2C)c1C#N
36. CC(=O)c1cc2c(cc1NC(=O)CCCC(=O)O)OCO2
screen / no.	31	32	33	34	35	36
S aureus QS inh GFP MFI %	-14.0	14.6	4.7	2.1	11.7	-20.7
S aureus QS inh	-3.2	4.9	-1.8	-2.4	-2.4	-2.3

37. CCC(=O)N1CCN(c2nc(-c3ccccc3)c3c(c2C#N)CCCC3)CC1
38. CCOc1ccc(S(=O)(=O)n2nc(C)cc2C)c2ccccc12
39. c1ccc2c(c1)C(=Nn1cnnc1)c1ccccc1-2
40. CCN(CC)CC(=O)Nc1ccc(-c2nc3cc(NC(=O)CN(CC)CC)ccc3o2)cc1
41. O=C(CS(=O)(=O)c1c[nH]c2ccccc12)N1CCCCC1
42. CC(=O)N1CCc2cc(S(=O)(=O)NCCC(=O)N3CCc4ccccc4C3)ccc21
screen / no.	37	38	39	40	41	42
S aureus QS inh GFP MFI %	35.6	0.0	4.7	-30.6	-3.9	-7.6
S aureus QS inh	3.5	0.6	-0.5	-0.5	-2.1	-3.4

Fetched by structure from above:
39. c1ccc2c(c1)C(=Nn1cnnc1)c1ccccc1-2
42. CC(=O)N1CCc2cc(S(=O)(=O)NCCC(=O)N3CCc4ccccc4C3)ccc21
40. CCN(CC)CC(=O)Nc1ccc(-c2nc3cc(NC(=O)CN(CC)CC)ccc3o2)cc1
screen / no.	39	42	40
S aureus QS inh GFP MFI %	4.7	-7.6	-30.6
S aureus QS inh	-0.5	-3.4	-0.5

(list continues)
43. CCCOc1ccc(C2c3c(oc4ccccc4c3=O)C(=O)N2CCCN2CCOCC2)cc1 (stereo unspecified)
44. COc1ccc(OC)c(-c2cc(C(=O)Nc3c(C)nn(Cc4ccccc4)c3C)no2)c1
45. COc1ccc(OC)c(C2=NOC(C(=O)Nc3cc(C)nn3-c3ccccc3)C2)c1 (stereo unspecified)
46. O=C(Nc1ccc2c(c1)OCO2)C(c1ccccc1)N1CCCCC1 (stereo unspecified)
47. Cc1ccccc1C(=O)NC1CCN(Cc2nnnn2CCc2ccccc2)CC1
48. COc1cccc(NC(=O)c2oc3ccccc3c2NC(=O)C2CC2)c1
screen / no.	43	44	45	46	47	48
S aureus QS inh GFP MFI %	-9.0	6.2	-15.1	27.4	0.0	28.2
S aureus QS inh	0.3	1.8	-0.3	11.8	-0.3	21.3

49. O=c1c2c3c(sc2n2cnnc2n1CCc1ccccc1)CCCC3
50. COCC(C)NC(=O)NC1(C(F)(F)F)Oc2ccc(Cl)cc2O1 (stereo unspecified)
51. COc1ncnc2c1N=C1CC(C)(C)CC(N)=C1S2
52. CCn1ncc(C2=NOC(C(=O)Nc3ccccc3C(=O)OC)C2)c1C (stereo unspecified)
53. CCCCCCNC(=O)CC(NS(=O)(=O)c1ccc(NC(C)=O)cc1)C(C)C (stereo unspecified)
54. COCCn1c(=S)[nH]c2cc(C(=O)N3CCC(C(N)=O)(N4CCCCC4)CC3)ccc2c1=O
screen / no.	49	50	51	52	53	54
S aureus QS inh GFP MFI %	37.0	-37.5	7.5	-17.5	17.0	-34.3
S aureus QS inh	14.1	-1.8	0.9	-3.4	6.7	-6.5

55. COc1ccc2c(c1)C1CC(C)(NC(=O)C1C(=O)c1ccccc1)O2 (stereo unspecified)
56. COc1ccc(S(=O)(=O)CCC(=O)N2c3ccccc3CC2C)cc1 (stereo unspecified)
57. CCOC(=O)c1c2n(c3ccc(O)cc13)CCCCC2
58. COc1ccc(C2C(=O)N(C3CCCCC3)CC(=O)N2Cc2ccc3c(c2)OCO3)cc1 (stereo unspecified)
59. CC(C)CCn1cnc2c(cnn2-c2ccc(Cl)cc2)c1=O
60. CN1CCCN(C(c2ccccc2)c2ccc(Cl)cc2)CC1 (stereo unspecified)
screen / no.	55	56	57	58	59	60
S aureus QS inh GFP MFI %	-18.3	30.8	-2.0	31.8	-34.2	-2.6
S aureus QS inh	-5.1	6.0	-3.1	0.0	-1.7	-0.7

61. O=C(O)CCC(=O)N1CCc2cc(S(=O)(=O)Nc3ccc4c(c3)OCCO4)ccc21
62. CC12C(=O)N(c3cccc4cccnc34)C(=O)C1C1C=CC2C1 (stereo unspecified)
63. O=C(O)CCc1ccc(-c2ccc(F)cc2)n1CC(=O)O
64. COc1ccc(N2C(=O)CC(N3CCN(c4ccc(S(C)(=O)=O)cc4)CC3)C2=O)cc1 (stereo unspecified)
65. Cc1c(C(N)=O)sc2nc(-c3ccccc3)cn12
66. NC(=O)CSc1nnnn1-c1ccc(OC(F)(F)F)cc1
67. C[C@H](CS)C(=O)N1CCC[C@H]1C(=O)O
screen / no.	61	62	63	64	65	66	67
S aureus QS inh GFP MFI %	-11.2	-17.3	4.8	40.2	11.8	-7.3	-12.6
S aureus QS inh	-5.7	-3.4	-0.9	2.6	3.0	-2.5	-4.2

Another view of some results above.
no.	SMILES	S aureus QS inh GFP MFI %	S aureus QS inh
10	O=C(O)c1ccc(CS(=O)c2cccc(C(F)(F)F)c2)o1 (stereo unspecified)	16.2	-1.3
11	c1ccc(N=P(c2nc3ccccc3o2)(N2CCOCC2)N2CCOCC2)cc1	13.8	-0.2
12	COc1ccc(N2C(=O)C3CCCN3C2c2cc(OC)c(OC)c(OC)c2)cc1 (stereo unspecified)	8.0	5.4
